# Hep lipid drop: hepatic lipid droplet formation modulation | AML12 mouse hepatocytes, oleate lipid droplets, BODIPY imaging | inhibition, % at 6.5 µM | 240,000 tested, 0.4% active;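 active = lipid droplet intensity inhibited by at least 50%, with more than 500 cells counted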
#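 Assay system: AML12 hepatocytes (mouse) / Also added: 100 µM oleic acid challenge / Times: overnight treatment with compound plus oleate / Detection: high-content imaging of BODIPY-stained droplets and DAPI nuclei / Evaluation: % inhibition of lipid droplet signal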
# Ins promoter up: MIN6 insulin promoter up-regulation. z-score at 5 µM. 190,000 tested, 0.3% active. MIN6 insulin promoter-GFP reporter, high-content imaging; active compounds read high;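 active = z-score above 3 at 5 µM with at least 500 cells counted in the well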
# Dynein cargo inh: dynein cargo transport inhibition; 3617.4 mouse cells, GR-EGFP nuclear translocation imaging; test concentration mostly 20 µM; stimulated with dexamethasone, 1 µM; active compounds read low; z-score, hits read low; 220,000 tested, 0.47% active; AID 1381;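 active = plate z-score of nuclear minus cytoplasmic receptor signal below a set negative limit, without overly bright fluorescence or cell loss, cut at about -3.5 in these data, passing the limit was not always enough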;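 also: z-score of nuclear minus cytoplasmic ring GR-EGFP intensity difference per well; some compounds called inactive have numbers as strong as hits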
#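 Buffer or medium: tet-free, stripped-serum medium; Also added: dexamethasone, 1.0 µM final; Technique: high-content fluorescence imaging after fixation; Times: 48 h induction, 1 h compound, 30 min dex at 37 °C; Read-out: per-cell GR-EGFP intensity, nucleus versus surrounding cytoplasmic ring, well-averaged.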
# b-catenin transl: modulators of beta-catenin nuclear translocation; nuclear translocation activity, % at 5 µM; HeLa beta-catenin nuclear translocation, immunofluorescence imaging; AID 1665; 190,000 tested, 0.3% active;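 active = nuclear translocation activity above 50% at 5 µM, with a well cell count of 50 or more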;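 also: per-cell ratio of nuclear to cytoplasmic median beta-catenin stain intensity; plate controls were DMSO negative control for no effect and GSK-3 inhibitor IX positive control for full effect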
#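 assay system = human HeLa cells, endogenous beta-catenin | times = compound treatment 24 h, 37°C, 5% CO2 | detection = Anti-beta-catenin immunofluorescence on PFA-fixed, Triton-permeabilized cells, DAPI nuclei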
# MT stabilize HCS: microtubule stabilizers in HeLa cells. HeLa tubulin immunostaining HCS, 24 h; share of cells brighter than vehicle mean+2SD. % tubulin-high responders, % at 10 µM. 200,000 tested, 0.83% active. AID 2205;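 active = plate Z-score above 3 for both tubulin-high and condensed-nucleus cell shares, with cell loss under 80%, at 10 µM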;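 also: anti alpha tubulin signal scored within the nucleus-defined area of each cell; some results filed as inactive read as strong as hits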
# Salmonella PhoP GFP: PhoP-dependent GFP reporter repression – Salmonella Typhimurium, primary screen (AID 1863); S. Typhimurium PhoP-regulated promoter GFP reporter, 4 h; higher % means a stronger effect; inhibition, % at 50 µM, or IC50 in µM where a hit was titrated; 300,000 tested, 0.16% active;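 active = inhibition over 29.93%, a cutoff 3 SD above the screen mean, later confirmed by dose response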;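 also: 0% = low Mg2+ inducing control and 100% = high Mg2+ repressing control; strong numbers were not always called active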
# Autophagy HCS: autophagy modulation, high-content screen | MEF GFP-LC3 puncta imaging; test concentration mostly 10 µM | calls only at 10 µM (by protocol) | 190,000 tested, 0.98% active;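 active = percentage of spot-positive cells more than 3 SD above its plate mean, without a fluorescence outlier flag or 80% toxicity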;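 also: spot-positive cell cutoff set from DMSO-treated cells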
# T cell modulator: T cell immune modulation candidate | 2C CD8+ T cell-vesicle binding, flow cytometry; active compounds read low | calls only at 7 µM | 330,000 tested, 0.068% active;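 active = response, share of CD8 T cells binding vesicles, and their 90th percentile fluorescence all below set limits, cut at about 80% in these data, passing the limit was not always enough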
#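 incubation = binding step 1.5 h, 37 °C, antibody labelling 20 min, ice | test system = 2C mouse CD8+ T cells | read-out basis = percent CD8+ FL2 mean versus row control | controls = Peptide-free naked vesicles (low) and QL9 vesicles with 0.7% DMSO vehicle (high) | detection = flow cytometry of vesicle-bound cells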
# ER stress rescue: protection against thapsigargin-triggered cell killing – 384-well, CSM14.1, ATP luminescence, primary screen (AID 1222). cellular ATP content (survival), % at 20 µM; hits with a dose series show EC50 in µM. 190,000 tested, under 10 active. CSM14.1 thapsigargin-induced death rescue, ATP luminescence; higher % means a stronger effect;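 active = EC50 below 50 µM in the dose-response confirmation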;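 also: death triggered by thapsigargin at about 15 µM added after 2 h compound pretreatment; cell ATP read after overnight thapsigargin exposure of roughly 18 to 22 hours; normalized against plate controls of thapsigargin alone and 5% DMSO vehicle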
# Dynein cargo inh cytoplasmic EGFP: further read-out of Dynein cargo inh, marked with its call; z-score; measured here: cytoplasmic GR-EGFP intensity; active compounds read high
# Dynein cargo inh nuclear GR-EGFP: also measured in Dynein cargo inh; calls as there; z-score; measured here: nuclear GR-EGFP intensity;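 lower value marks the stronger effect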
# Dynein cargo inh cell count: recorded beside Dynein cargo inh, whose call it bears; z-score; measured here: cell count per field
# Ins promoter up cell count: second read-out of Ins promoter up, no call of its own (marks repeat the call); cell count; measured here: cytotoxicity, nuclei count;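 total cells summed across four imaged fields per well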
# Hep lipid drop cells 6.5 µM: further read-out of Hep lipid drop, marked with its call; cell count; measured here: cell count, cytotoxicity flag;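 cells counted across two imaged fields per well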
# b-catenin transl cell count 5 µM: further read-out of b-catenin transl, marked with its call; cell count; measured here: cell count, cytotoxicity flag
# T cell modulator vesicle-bound %: also measured in T cell modulator; calls as there; double positive events, %; measured here: CD8+ vesicle-bound cell fraction;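 binding gate set so that unloaded-vesicle control wells show 10% double positive cells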
# MT stabilize HCS Hoechst-high %: second read-out of MT stabilize HCS, no call of its own (marks repeat the call); % Hoechst-high responders; measured here: nuclear condensation Hoechst responders;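 share of cells brighter than vehicle mean plus two SD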
# MT stabilize HCS cytotoxicity %: also measured in MT stabilize HCS; calls as there; toxicity, %; measured here: cytotoxicity by cell density;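 0% = mean cell density of plate MIN control wells and 100% = no cells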
# Autophagy HCS cell loss 18 h: further read-out of Autophagy HCS, marked with its call; toxicity, %; measured here: cell loss, nuclei count;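 cell loss after 18 h compound exposure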
# * = called active by the depositor; i = inactive; · = not tested or not shown; + = active, no number.
Molecule	Hep lipid drop	Hep lipid drop cells 6.5 µM	Ins promoter up	Ins promoter up cell count	Dynein cargo inh	Dynein cargo inh cytoplasmic EGFP	Dynein cargo inh nuclear GR-EGFP	Dynein cargo inh cell count	b-catenin transl	b-catenin transl cell count 5 µM	MT stabilize HCS	MT stabilize HCS Hoechst-high %	MT stabilize HCS cytotoxicity %	Salmonella PhoP GFP	Autophagy HCS	Autophagy HCS cell loss 18 h	T cell modulator	T cell modulator vesicle-bound %	ER stress rescue
C=CCNC(=O)/C(=C\c1ccc2c(c1)OCO2)NC(=O)c1ccc(Br)cc1	·	·	-0.57	1518	3	-0.23	0.92	-0.67	-0.6	1339	2.2	1.3	0.7	-8%	i	-3	i	40	-0.7%
O=C(CN(Cc1ccccc1F)C(=O)c1ccco1)NCc1ccc(F)cc1	·	·	-0.13	1233	-0.38	-0.18	0.012	-0.13	-3.4	948	6.0	3.0	8.0	10%	i	-2	i	38	-2.3%
CC(C)OC(=O)c1c(NC(=O)c2cnn3c2NC(c2ccccc2)CC3C(F)(F)F)sc2c1CCCC2 (stereo unspecified)	3	820	-0.91	913	0.55	0.19	0.78	-0.82	-4.2	1231	1.9	2.2	7.7	7%	i	-2	i	23	1.6%
COc1cc(C)c(-c2[nH]ncc2-c2csc(C)n2)c(O)c1	5	669	-0.07	1365	-0.57	-0.22	-0.32	1.1	1.2	854	2.8	2.3	11	0%	i	16	i	65	1.9%
Cc1ccc(NC(=O)c2sc(=S)n(-c3cc(C)ccc3F)c2N)cc1	-132	709	2.2	1340	1.5	-0.15	0.82	-1.3	-0.7	1059	2.9	1.0	0.7	3%	i	-32	i	56	-1.1%
O=C1C(Cl)=C(Nc2cccc(O)c2)C(=O)N1Cc1ccccc1	0	668	-0.73	1403	-0.74	-0.11	-0.16	0.15	-0.9	1053	4.3	3.0	3.6	-2%	i	-13	i	60	8.8%
COc1ccc(/C=N/Nc2nc3ccccc3o2)cc1O	20	800	-0.78	855	-0.64	-0.16	0.038	0.63	·	·	2.0	1.6	5.5	6%	i	-11	i	38	-2.5%
Cc1ccc(S(=O)(=O)N(C)C)cc1NC(=O)CN1C(=O)NC2(CCCc3ccccc32)C1=O (stereo unspecified)	-1	622	-0.39	1382	0.074	-0.21	0.74	-1.3	0.3	964	1.9	1.7	8.6	9%	i	3	i	38	-1.4%
O=C(CCC(=O)N1CCOCC1)c1ccc(F)cc1	2	765	0.18	1204	-1.3	-0.25	-0.017	0.19	-1.8	1085	0.9	1.6	2.6	-8%	i	-4	i	34	2.4%
O=C(Cc1c[nH]c2ccccc12)Nc1cccc(S(=O)(=O)N2CCCCC2)c1	3	659	-0.13	1604	0.41	0.054	0.49	-0.83	-4.5	1016	4.2	3.1	11	-3%	i	7	i	51	1.3%
O=C(CN1CCSCC1)N/N=C/c1ccccc1F	2	743	·	·	3	-0.25	0.96	-0.66	·	·	2.4	1.7	4.1	-12%	i	4	i	42	-0.2%
Cc1ccc(NC(=O)OCCNC(=O)OC(C)C)cc1	1	766	·	·	0.26	-0.17	0.96	-0.21	1.9	468	1.1	1.8	3.2	-5%	i	15	i	38	-3.0%
C=CCn1c(=O)[nH]c2cc(C(=O)N3CC=C(c4ccccc4)CC3)ccc2c1=O	5	688	0.44	1298	-0.38	-0.29	0.31	-0.28	2.5	1066	2.2	2.5	5.2	-6%	i	-4	i	34	2.6%
O=C(NCCCCCc1nc2ccccc2[nH]1)c1ccccc1Cl	-6	634	0.45	1044	-0.081	-0.25	0.38	-0.2	0.5	1307	·	·	·	3%	·	·	i	42	·
Cc1ccc(CCNC(=O)CN(C)S(=O)(=O)c2ccc3c(c2)c(=O)n(C)c(=O)n3C)cc1	·	·	1	919	-0.2	-0.21	-0.1	0.076	7.9	1169	9.5	2.2	6.4	11%	i	6	i	28	0.2%
CCO[C@@H]1OC(C(=O)N2CCN(Cc3ccc4c(c3)OCO4)CC2)=C[C@H](C)[C@H]1CCCO	-2	678	2.5	1424	0.26	-0.17	0.48	-0.6	-0.2	1095	2.9	1.6	3.4	-6%	i	10	i	49	1.7%
COc1ccccc1NC(=O)CN1CCC(C(=O)c2ccc(F)cc2)CC1	·	·	-0.67	1597	-0.47	0.12	-0.095	0.61	1.2	1371	2.9	1.3	4.3	10%	i	5	i	5	-0.3%
Cc1cc(C(C)(C)C)oc1C(=O)N(CC(=O)NC1CCCC1)c1ccc(F)cc1	-6	590	-0.5	1853	-0.37	-0.21	-0.0025	0.3	0.6	1096	1.2	1.8	8.6	-3%	i	1	i	35	0.8%
O=C(OCCN1C(=O)c2ccccc2C1=O)c1ccco1	4	713	·	·	0.56	-0.25	0.14	0.87	-0.5	1129	3.0	2.1	6.8	6%	i	15	i	10	-2.3%
CCC(C)NC(=O)C1CCC(=O)N1Cc1ccc(C)cc1 (stereo unspecified)	·	·	-0.1	1068	0.17	-0.32	-0.077	0.5	2.7	1377	2.1	1.9	4.3	10%	i	-50	i	22	5.0%

Molecule	Hep lipid drop	Hep lipid drop cells 6.5 µM	Ins promoter up	Ins promoter up cell count	Dynein cargo inh	Dynein cargo inh cytoplasmic EGFP	Dynein cargo inh nuclear GR-EGFP	Dynein cargo inh cell count	b-catenin transl	b-catenin transl cell count 5 µM	MT stabilize HCS	MT stabilize HCS Hoechst-high %	MT stabilize HCS cytotoxicity %	Salmonella PhoP GFP	Autophagy HCS	Autophagy HCS cell loss 18 h	T cell modulator	T cell modulator vesicle-bound %	ER stress rescue
O=C(CCC(=O)NNC(=O)COc1ccc(Br)cc1)NCc1ccccc1	10	694	0.36	1498	-1.7	-0.0086	-0.72	2	-0.8	1495	6.9	1.4	7.2	9%	i	38	i	56	-0.1%
O=C(CSc1ncccn1)N/N=C/c1ccccc1[N+](=O)[O-]	-4	706	-0.18	1311	-0.19	-0.2	-0.028	0.29	-1.0	1074	1.7	3.3	6.6	7%	i	-1	i	51	0.1%
Cc1cccc(N(NC(=O)C(C)(C)O)C(=O)c2ccccc2)c1	·	·	·	·	0.2	-0.23	-0.77	0.84	·	·	1.7	1.4	3.5	0%	i	-4	i	61	-0.5%
COc1ccc2nc(/N=C(\N)NC(=O)Nc3ccccc3)nc(C)c2c1	0	653	-0.32	1371	0.12	-0.25	0.16	-0.16	-0.2	941	7.2	10	10	-3%	i	-4	i	44	16%
Cc1cc(C(=O)OCc2nc3ccccc3s2)c(C)o1	5	742	0.37	1369	0.047	-0.19	-0.19	0.26	-2.3	1220	1.4	2.0	6.2	-1%	i	4	i	8	-2.1%
CCOC(=O)C1(Cc2cccc(F)c2)CCN(Cc2c(C)nn(CC)c2C)CC1	-12	669	0.66	970	0.056	-0.22	0.42	-0.14	1.0	1284	·	·	·	0%	·	·	i	21	·
CCn1nc([N+](=O)[O-])c2c(-c3nc4ccccc4o3)c(N)n(CCCOC)c2c1=O	6	707	-0.07	1200	-0.73	-0.32	-0.4	0.69	-1.9	1156	1.1	3.0	4.5	-2%	+	20*	i	54	-1.4%
O=C(O)c1ccccc1Nc1ccc(OC(F)F)cc1	1	669	-0.76	1473	0.19	-0.2	-0.26	0.17	-2.8	1132	1.5	1.6	2.2	-9%	i	-9	i	50	4.7%
CC(=O)Nc1sc2c(c1C#N)CCCC2	5	656	0.1	1919	0.29	-0.074	0.22	0.19	-1.7	984	1.5	1.4	6.1	6%	i	-15	i	25	-2.1%
CCC(C)NC(=O)C(Cc1ccccc1)NS(=O)(=O)c1cccc2nsnc12 (stereo unspecified)	·	·	·	·	0.12	-0.32	0.36	-0.15	·	·	7.1	2.3	5.5	-6%	i	-3	i	38	1.5%
NC(=O)c1ccc(N2CCN(c3ccccc3O)CC2)c([N+](=O)[O-])c1	15	681	-0.72	1108	0.68	-0.3	0.51	-0.095	-2.0	1098	2.4	1.9	1.1	5%	i	-3	i	48	2.2%
Cn1cc(CC(=O)NCCCN2CCCC2)c2ccccc21	·	·	0.46	887	-0.67	-0.22	-0.35	0.93	·	·	4.5	3.4	5.4	0%	i	0	i	16	0.4%
O=C(/C=C/c1c(F)cccc1Cl)c1ccc(F)cc1	·	·	0.58	1400	·	·	·	·	-0.1	1365	1.4	1.5	14	-8%	i	-2	i	11	12%
O=Cc1cc(N=Nc2cccc(C(=O)O)c2)ccc1O	·	·	0.94	1157	0.66	-0.23	0.45	0.16	-1.6	1159	2.0	2.8	9.1	-1%	i	2	i	61	-1.2%
Cc1nc(N2CCCCC2)c2c(-c3cccs3)csc2n1	-2	721	·	·	-0.28	-0.31	-0.12	-0.074	-1.1	1100	4.3	2.9	8.7	2%	i	0	i	33	-2.3%
O=C(O)CNC(=O)C12CC3CC(CC(Cl)(C3)C1)C2	2	662	0.68	1260	0.84	-0.0042	0.56	-1.3	-3.9	1162	2.6	3.1	10	-5%	i	13	i	10	-1.3%

# Bioassay records from PubChem.
